aSyn tox rescue: alpha-synuclein toxicity suppression in yeast | Potency, µM (highest dose often 46.1 µM), for inactives: at the top dose growth rescue (activation), most hits filed as activators | S. cerevisiae alpha-synuclein toxicity rescue, BacTiter-Glo growth, 24 h | AID 1347070 | 0.02% of 94,000 active; active = well fitted activation curve with a large enough effect; inconclusive = small, poorly fitted or top-dose-only effect; also: 0% is about no effect
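Growth restoration measured by BacTiter-Glo luminescence after 24 hr at 30 deg C; alpha-synuclein yeast, raffinose-pregrown to mid-log, were added at OD600=0.02 in galactose medium onto pinned compounds.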
The depositor's hits bear a star; ? = inconclusive; [ ] = another dose, or the depositor's remark. Potency is read from the fitted curve at half-maximal effect. Not all compounds are listed; count on the stated rates, not on these rows.

no.	Compound	aSyn tox rescue
1	Cc1ccc(N2CCN(C(=O)c3cn(C)c4ccc(S(=O)(=O)N(C)C5CCCCC5)cc4c3=O)CC2C)cc1 (stereo unspecified)	-0.1%
2	Cc1ccc(Cl)cc1N1CCN(C(=O)c2cc3c(=O)[nH]c4ccccc4c3n2C)CC1	4.9%
3	CCOc1ccc(NC(=O)c2cc(S(=O)(=O)NC3CCCCCC3)ccc2F)cc1	?
4	O=C(N1CCCCC1)N1CCC(c2nc3ccccc3[nH]2)CC1	9.3%
5	NC(=O)/C(=C\c1ccco1)NC(=O)c1ccc(Br)o1	1.5%
6	CN1C(=O)c2cccc3c(S(=O)(=O)Nc4ccccc4F)ccc1c23	4.5%
7	COCc1cc(C)nc(OCC(=O)N/N=C/c2ccc(-c3cc([N+](=O)[O-])ccc3Cl)o2)c1C#N	8.4%
8	Cc1nn(C)c(C)c1CCNC(=O)Nc1cccc(Cl)c1C	1.6%
9	CC(C)(C)c1ccc(C(=O)NCC(c2cccs2)S(=O)(=O)c2cccs2)cc1 (stereo unspecified)	4.2%
10	COc1ccc(C)cc1NC(=O)CC1COc2ccccc2O1 (stereo unspecified)	-0.3%
11	CN1C(=O)c2ccccc2Sc2ccc(NC(=O)Cc3c(F)cccc3Cl)cc21	-5.9%
12	COc1cccc(-c2cc(C(=O)Nc3ccc(C)cc3)[nH]n2)c1	-14.5%
13	Cc1ccc(S(=O)(=O)N2CCN(C(=O)CN3C(=O)NC4(CCCCC4)C3=O)CC2)c(C)c1	7.7%
14	Cc1ccc(C)c(N2CCN(C(=O)c3ccc4c(c3)c(C)c(C)n4C)CC2)c1	?
15	CCOC(=O)C(c1ccccc1)C(Nc1ccc(Cl)c(Cl)c1)c1ccccn1 (stereo unspecified)	12.2%
16	COc1ccc(OC)c(NC(=O)C(C)Oc2ccc(Br)cc2)c1 (stereo unspecified)	-11.0%
17	Cc1ccc(Cl)cc1N1CCN(S(=O)(=O)c2cc3c(cc2C)NC(=O)CO3)CC1	5.8%
18	CCN1CCN(C(=O)C2=CC(c3ccc(OC)cc3)=NS(=O)(=O)N2C)CC1	2.0%
19	Cc1cc(C)c2oc(-c3cccc(NC(=O)COc4ccccc4Cl)c3C)nc2c1	5.4%
20	COc1ccc(C(=O)Nc2cc(C(F)(F)F)ccc2N2CCN(c3ccccc3)CC2)cc1OC	-4.9%
21	CC(C)NC(=O)c1ccc(-n2c(-c3ccccc3)cc3c2CCCCC3)cc1	-6.1%
22	O=C(O)c1cc(-c2ccco2)nc2ccc(Br)cc12	-0.6%
23	Cc1nc(N2C(=O)c3oc4ccccc4c(=O)c3C2c2cccc(OCCC(C)C)c2)sc1C (stereo unspecified)	2.7%
24	CCC1(c2ccccc2)NC(=O)N(CC(=O)Nc2cc(S(=O)(=O)N3CCCCC3)ccc2OC(C)C)C1=O (stereo unspecified)	-4.6%
25	NNC(=O)c1ccc(CSc2n[nH]c(=O)[nH]c2=O)cc1	-44.6%[inhibitor]
26	Cn1cc(SCC(=O)NCC2CCCO2)c2ccccc21 (stereo unspecified)	-4.6%
27	CC(C)Cn1ccc(=O)n(CC(C)C)c1=O	0.1%
28	CC(C(=O)Nc1ccc(Cl)cc1Cl)N1C(=O)NC2(CCCC2)C1=O (stereo unspecified)	4.6%
29	CCOC(=O)CNC(=O)CN1C(=O)CC(c2ccccc2)S(=O)(=O)c2ccccc21 (stereo unspecified)	-5.2%
30	CCOc1ccc2[nH]c(=O)c(CN(CCCN3CCOCC3)Cc3nnnn3Cc3ccc(OC)cc3)cc2c1	-6.3%
31	CCOC(=O)c1sc(NC(=O)CN2C(=O)NC3(CCCCCCC3)C2=O)c(C(=O)OCC)c1C	9.5%
32	O=C(NCC(c1cccs1)S(=O)(=O)c1cccs1)c1c(F)cccc1F (stereo unspecified)	4.0%
33	COc1ccccc1/C=N/N1C(=O)c2cccc3cccc(c23)C1=O	12.0%
34	Cc1ccccc1CNC(=O)C1CCN(c2nnc(N3CCCC3=O)s2)CC1	0.6%
35	COc1ccc(CC(=O)N(C)c2ccccc2)cc1S(=O)(=O)N1CCOCC1	-11.3%
36	CCOC(=O)c1c(C)c(C(=O)NCCc2ccc(OC)cc2)c(C)n1C	6.3%

As entered above:
aSyn tox rescue with COc1ccccc1/C=N/N1C(=O)c2cccc3cccc(c23)C1=O : 12.0%
aSyn tox rescue with CC(C)Cn1ccc(=O)n(CC(C)C)c1=O : 0.1%
aSyn tox rescue with CC(C(=O)Nc1ccc(Cl)cc1Cl)N1C(=O)NC2(CCCC2)C1=O (stereo unspecified) : 4.6%

The results go on:
no.	Compound	aSyn tox rescue
37	Cc1ccccc1OCC(=O)Nc1ccc(S(=O)(=O)Nc2ncccn2)cc1	-15.7%
38	Cc1ccc2nc(-c3ccncc3)c(Nc3ccc(C(C)C)cc3)n2c1	-1.6%
39	COc1ccc(-c2noc(CSc3nnc(C)n3-c3cccc(C)c3)n2)cc1	7.2%
40	CC(C)c1ccccc1NC(=O)CN1C(=O)c2cccc3cccc1c23	3.1%
41	CCc1ccc(CN2CCc3nc(Nc4ccccc4)ncc3C2)cc1	5.5%
42	COc1cccc(-c2ccc(SCC(=O)NCCc3ccccc3)nn2)c1	13.3%
43	COc1ccc(-n2c(=O)c3c4c(sc3n(Cc3ccc(C(C)(C)C)cc3)c2=O)CCC4)c(OC)c1	1.3%
44	CCN1CNC(=S)N(CCc2ccccc2)C1	18.2%
45	COc1ccc(Cl)cc1NC(=O)C(C)Sc1nc2c(c(=O)[nH]1)CCCC2 (stereo unspecified)	0.6%
46	NS(=O)(=O)c1ccc(N=Nc2ccc(O)c3ncccc23)cc1	-20.8%
47	CCc1ccc(NC(=O)C2CCN(c3nn4c(=O)cc(C)nc4s3)CC2)cc1	-1.5%
48	CCNC(=O)C(=O)NCC1CCCN1S(=O)(=O)c1cccs1 (stereo unspecified)	7.9%
49	O=C(NCCCn1ccnc1)/C(=C/c1ccco1)NC(=O)c1cccs1	-2.1%
50	Cc1cc(=O)oc2cc(NC(=O)c3ccc(OC(F)F)cc3)ccc12	-15.4%
51	O=S(=O)(Nc1ccc(Nc2ccccc2)cc1)c1ccc(F)cc1	?
52	COc1ccc(-c2onc(C)c2C)cc1S(=O)(=O)NCC1CCN(Cc2cc(C)ccc2C)CC1	4.3%
53	COc1cc(OC)cc(C(=O)Nc2ccc3c(c2)CCCN3C(=O)c2cccs2)c1	4.5%
54	CN(CC(=O)Nc1ccc(F)cc1F)S(=O)(=O)c1ccc(C(=O)N2CCOCC2)s1	-5.4%
55	CC(C)CCn1c(=O)c2sccc2n2c(CCCC(=O)NC(C)C)nnc12	-12.7%
56	Cc1ccc(-c2nc3ccccc3n3c(-c4ccccc4)c4c(=O)n(C)c(=O)n(C)c4c23)cc1	-7.1%
57	CC1CCCC(NC(=O)COC(=O)C2=COCCO2)C1C (stereo unspecified)	-14.1%
58	CN(C)C(=O)c1ccc(-n2cccn2)nc1	-9.2%
59	N#Cc1ccccc1S(=O)(=O)N1CCN(Cc2cc3c(cc2Br)OCCO3)CC1	1.5%
60	CCc1ccc2c(c1)c(=O)c(C(=O)c1ccc(C)cc1)cn2CC(=O)Nc1ccccc1C	1.8%
61	CC(=NNC(=S)N1CCCCC1)c1ccccn1	-21.5%
62	Cc1noc(Cn2c(=O)c3ccccc3n(CC(=O)Nc3ccccc3C(F)(F)F)c2=O)n1	-1.8%
63	CC1CCCN(C(=O)COc2ccc(NC(=O)c3cccs3)cc2)C1 (stereo unspecified)	0.7%
64	CC1CCCN(C(=O)c2cccc(S(=O)(=O)N3CCCc4ccccc43)c2)C1 (stereo unspecified)	-7.2%
65	O=C(NCC1COc2ccccc2O1)c1cccs1 (stereo unspecified)	-1.6%
66	CC(=O)c1cnc(SCc2ccc(Cl)cc2)nc1C	6.1%
67	CCc1ccccc1NC(=O)Nc1cc(C(=O)NCc2cccc(F)c2)ccc1N1CCCC1	7.2%
68	Cc1nnc(SCC(=O)Nc2ccc(N(C)C)cc2)[nH]c1=O	0.4%
69	CC(C)Nc1nc(NC(C)C)nc(SCC(N)=O)n1	-7.9%
70	CCOC(=O)C1(CCOc2ccccc2)CCN(Cc2ccc3nonc3c2)CC1	1.8%
71	CCn1c(CN2CCOCC2)nc2cc(NC(=O)c3cccc([N+](=O)[O-])c3)ccc21	-8.3%
72	CSc1ccc(CNC(=O)c2cc3cc(S(=O)(=O)N4CCCCC4)ccc3n2C)cc1	1.8%
73	COc1ccc(OC)c(-c2csc(NC(=O)C3=NN(c4ccccc4)C(=O)CC3)n2)c1	1.1%
74	CCOc1ccc(NC(=O)CN(C)S(=O)(=O)c2ccc3[nH]c4c(c3c2)CCCC4)cc1	11.0%
75	Cc1cccc2c1cnn2C(=O)CCC(=O)N1CC(C)CC(C)C1 (stereo unspecified)	6.6%
76	CCOC(=O)c1ccccc1NC(=O)NC(C)c1c(-n2cccc2)sc(C)c1C (stereo unspecified)	-2.0%
77	O=C1CCc2cc(S(=O)(=O)N3CCCCC3)cc3c2N1CCC3	14.5%
78	COc1ccc(CNC(=O)CCNC(=O)N2CC(=O)Nc3ccccc32)cc1	-9.8%
79	CCNc1nc2c(c(=O)[nH]c(=O)n2C)n1CC(O)COc1ccc(Cl)cc1Cl (stereo unspecified)	2.6%
80	Cc1ccc(Cl)cc1N(C)C(=O)c1sc2nc3n(c(=O)c2c1C)CCCC3	16.6%
81	COc1ccc(-c2noc(N3CCC(C(=O)N(C)c4ccccc4C)CC3)n2)cc1	6.5%
82	O=C(NCCC1CCCCN1S(=O)(=O)c1ccc(Cl)cc1)C(=O)NCc1ccncc1 (stereo unspecified)	-36.9%[inhibitor]
83	CCOc1cc(C(=O)Nc2ccc(N3CCOCC3)cc2)cc(Br)c1OC	9.9%
84	COc1cccc(CNC(=O)CSc2c3c(nc4cc(Cl)ccc24)CCCC3)c1	-13.9%

From no. 80 up to 84, copied from above:
no.	Compound	aSyn tox rescue
80	Cc1ccc(Cl)cc1N(C)C(=O)c1sc2nc3n(c(=O)c2c1C)CCCC3	16.6%
81	COc1ccc(-c2noc(N3CCC(C(=O)N(C)c4ccccc4C)CC3)n2)cc1	6.5%
82	O=C(NCCC1CCCCN1S(=O)(=O)c1ccc(Cl)cc1)C(=O)NCc1ccncc1 (stereo unspecified)	-36.9%[inhibitor]
83	CCOc1cc(C(=O)Nc2ccc(N3CCOCC3)cc2)cc(Br)c1OC	9.9%
84	COc1cccc(CNC(=O)CSc2c3c(nc4cc(Cl)ccc24)CCCC3)c1	-13.9%

More results follow.
no.	Compound	aSyn tox rescue
85	CCCOc1ccc(C(CC(=O)O)NC(=O)CC(c2ccccc2)c2ccccc2)cc1 (stereo unspecified)	3.9%
86	Cc1cccc(-c2noc(-c3cccnc3NCc3ccccc3Cl)n2)c1	-1.3%
87	CN(C)C(=O)CN1CCN(Cc2nc(CC3CC3)no2)CC1	2.0%
88	O=C(O)CC12CC3CC(C1)CC(n1ncc(NCc4ccco4)c(Cl)c1=O)(C3)C2	-1.0%
89	CC(C)c1ccc(OCC(=O)Nc2cc(-c3ccccc3)no2)cc1	0.6%
90	COc1cccc(CNCCCSc2nnnn2C)c1	-3.8%
91	CCOc1cc(Br)c(C=O)cc1OCC	-8.2%
92	CC(=O)N1c2c(cc(Br)cc2S(=O)(=O)N2CCCCC2)CC1C (stereo unspecified)	-20.4%
93	CNC(=S)NNc1nc(-c2ccccc2)c2cc(Cl)ccc2n1	-9.5%
94	COc1ccc(/C=C/c2nc(C#N)c(N3CCC(C)CC3)o2)cc1OC	-6.2%
95	CCOc1ccc(-n2c(=O)c3c(C)c(C)sc3n(Cc3ccc(C(C)(C)C)cc3)c2=O)cc1	5.5%
96	O=C(NCCc1c[nH]c2ccccc12)c1cc(Cl)c2c(c1)OCO2	-3.3%
97	Cc1ccc(Nc2c(-c3cc(Br)ccc3F)nc3cc(C)ccn23)cc1	1.2%
98	CC1=NNC(=O)C1Oc1ccccc1 (stereo unspecified)	5.0%
99	COC(=O)Cn1c(CN2CCN(c3ccc(OC)cc3)CC2)nc2c1c(=O)[nH]c(=O)n2C	-2.6%
100	CCOC(=O)c1ccc(NC(=O)C2=C(C)Nc3nc(SCc4ccc(Cl)cc4)nn3C2c2ccc(OC)cc2)cc1 (stereo unspecified)	0.5%
101	COc1ccccc1N1C(=O)N(CC(=O)C(C)(C)C)c2ccccc2S1(=O)=O	-2.7%
102	CC(=NC1CCCCC1)c1ccc(O)cc1O	-2.8%
103	CCCn1c2ccccc2c2cnn(CC(=O)NCCc3ccc(OCC)cc3)c(=O)c21	9.7%
104	CC1CCN(S(=O)(=O)c2ccc3[nH]cc(C(=O)NCc4ccc(F)cc4)c(=O)c3c2)CC1	-1.2%
105	COc1ccc(C2C(C(N)=O)=C(C)Nc3nc(CCCO)nn32)cc1 (stereo unspecified)	-2.2%
106	COCCCn1c(=O)c2sccc2n2c(CCCC(=O)Nc3cccc(C(F)(F)F)c3)nnc12	2.1%
107	N=c1ccn(Cc2c(Cl)cccc2Cl)cc1	0.1%
108	COC(=O)c1ccc(COC(=O)CNC(=O)CNC(=O)c2ccc(OC)cc2)cc1	1.0%
109	CCCn1c(=O)n(C)c(=O)c2c(SC(C)C(=O)NCC3CCCO3)nc(CC(C)C)nc21 (stereo unspecified)	3.7%
110	COc1ccc(/C(C)=N/Nc2nc3ccccc3nc2C)cc1	-28.7%
111	COc1ccc(CNC(=O)C2=C(C)C(=O)OC23CCC(C)CC3)cc1 (stereo unspecified)	1.6%
112	CCOC(=O)c1c(C)[nH]c(CCC(=O)Nc2ccccc2C(F)(F)F)c1C	2.5%
113	O=C(O)c1cc(-c2ccc(C(F)(F)F)cc2)nc2n[nH]c(-c3ccccc3)c12	3.7%
114	CCCn1cc(S(=O)(=O)c2ccccc2)c(=O)c2cc(F)c(N3CCCCC3)cc21	3.7%
